APEX1 inh: inhibitors of human APE1 endonuclease; P27695; recombinant APE1, TAMRA/BHQ-2 abasic DNA cleavage fluorescence; Potency, µM (top dose mostly 65.8 µM), for the others: at the top dose activity change, negative = inhibition, hits mostly inhibitors; 350,000 tested, 0.35% active; AID 2517;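 also: potency is read from the fitted curve at half-maximal effect; plate controls were vehicle for no effect and reference inhibitor for full effect; nearly all actives have a fitted effect of over 55% in size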
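APE1 at 0.75 nM final was preincubated with compound 15 min at room temperature, then 50 nM double-stranded THF abasic-site substrate (5'-TAMRA/3'-BHQ-2) was added. Fluorescence (ex 525/em 598 nm) was read kinetically; third-minus-first read gave activity.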
Tb PGK inh: T. brucei PGK inhibition; 380,000 tested, 0.043% active; P07378; PGK/GAPDH coupled, Kinase-Glo luminescence, 60 min; Potency, µM (series often up to 57.5 µM), for inactives: at the highest dose activity change, negative = inhibition, most hits filed as inhibitors; also: potency is read from the fitted curve at half-maximal effect; % is scaled to controls: 0 for no effect and ±100 for the full control effect; nearly all actives have a fitted effect of over 60% in size
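Recombinant glycosomal PGK reaction used 1,3-bisphosphoglycerate generated in-well by GAPDH (100nM final) in 100mM TEA pH 7.6, 5mM MgCl2, 0.01% Tween-20. After 60 minutes at room temperature, ATP was read by Kinase-Glo Plus luminescence end-point.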
RXFP1 antag: antagonists of human relaxin receptor RXFP1; HEK293-RXFP1, relaxin-stimulated cAMP HTRF, 30 min; hits give low values; activity change, negative = inhibition, % at 57.5 µM; 350,000 tested, 0.59% active;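 active = activity change of -60% or lower, but not beyond a set lower limit; inconclusive = change between -60% and -40%, or beyond the set limit; inactive = change above -40%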; also: % is scaled to controls: 0 for no effect and ±100 for the full control effect
BLM helicase inh: blocks DNA unwinding by human BLM helicase; recombinant BLM DNA unwinding, fluorescence dequenching; Potency, µM (titrated, usually from 56.1 µM), for the others: at the top dose activity change, negative = inhibition, most hits filed as inhibitors; P54132; AID 2528; 350,000 tested, 0.2% active;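 also: potency is read from the fitted curve at half-maximal effect; plate controls were vehicle for no effect and no enzyme for full effect; nearly all actives have a fitted effect of over 35% in size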
POLH inh: DNA polymerase eta (human) inhibition. recombinant Pol eta, fluorescent DNA replication assay. Potency, µM (titrated, usually from 114 µM), without a hit: at the highest dose activity change, negative = inhibition, actives largely listed as inhibitors. 390,000 tested, 1.2% active. AID 588591; also: potency is read from the fitted curve at half-maximal effect; % is scaled to controls: 0 for no effect and ±100 for the full control effect
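Pol eta (10 nM) was preincubated with compounds for 15 min at room temperature, after which fluorescent replication substrate (50 nM final) was added to start the reaction. Fluorescence was read kinetically at 0 and 10 min.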
Pol iota inh: DNA polymerase iota (human) inhibition; Q9UNA4; Pol iota fluorescent replication assay, 10 min; Potency, µM (doses to about 115 µM), for inactives: top-dose activity, negative = inhibition, actives largely listed as inhibitors; 390,000 tested, 1% active; also: potency is read from the fitted curve at half-maximal effect
Target sequence (Q9UNA4 whole entry, looked up): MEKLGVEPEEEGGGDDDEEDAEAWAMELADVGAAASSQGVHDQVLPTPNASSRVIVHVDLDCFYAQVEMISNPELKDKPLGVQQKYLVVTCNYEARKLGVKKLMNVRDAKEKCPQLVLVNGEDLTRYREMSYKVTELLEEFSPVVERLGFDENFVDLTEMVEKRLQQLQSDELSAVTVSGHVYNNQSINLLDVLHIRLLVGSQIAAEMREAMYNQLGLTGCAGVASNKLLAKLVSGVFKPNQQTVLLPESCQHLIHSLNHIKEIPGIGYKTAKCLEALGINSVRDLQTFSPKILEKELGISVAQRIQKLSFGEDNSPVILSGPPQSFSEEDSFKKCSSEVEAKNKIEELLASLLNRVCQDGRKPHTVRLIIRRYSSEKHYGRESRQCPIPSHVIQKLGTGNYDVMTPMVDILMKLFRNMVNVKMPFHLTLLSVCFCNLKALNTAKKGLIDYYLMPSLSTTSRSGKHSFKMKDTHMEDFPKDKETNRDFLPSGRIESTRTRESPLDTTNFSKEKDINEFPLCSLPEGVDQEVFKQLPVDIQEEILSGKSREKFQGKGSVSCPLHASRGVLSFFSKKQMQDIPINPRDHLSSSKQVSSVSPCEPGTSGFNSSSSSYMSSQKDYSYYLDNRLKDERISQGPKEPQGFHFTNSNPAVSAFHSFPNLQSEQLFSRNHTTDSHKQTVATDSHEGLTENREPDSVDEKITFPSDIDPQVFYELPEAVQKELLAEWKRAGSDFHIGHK
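Fluorescent replication assay read twice, at 0 min and 10 min after adding 50 nM (final) substrate. Enzyme (10 nM) and compounds were first incubated 15 min at room temperature; enzyme-free buffer wells were negative controls.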
Pol beta inh: inhibitors of human DNA polymerase beta. Pol beta primer extension/strand displacement, fluorescence kinetic. Potency, µM (highest dose often 114 µM), for inactives: at the highest dose activity change, negative = inhibition, hits mostly inhibitors. 340,000 tested, 1.3% active. AID 485314; also: potency is read from the fitted curve at half-maximal effect; % is scaled to controls: 0 for no effect and ±100 for the full control effect
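Reaction started by 50 nM substrate onto compound-treated Pol beta (10 nM, 15 min preincubation, room temperature); plates read at 0 min and 10 min. Normalized concentration-effect data fitted by four-parameter Hill equation.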
POLK inh: blocks human DNA polymerase kappa activity; AID 588579; Potency, µM (highest dose often 107 µM), for the others: at the highest dose activity, negative = inhibition, actives largely listed as inhibitors; Q9UBT6; purified Pol kappa, fluorescent DNA synthesis assay, 10 min; 400,000 tested, 0.53% active; also: potency is read from the fitted curve at half-maximal effect; % is scaled to controls: 0 for no effect and ±100 for the full control effect
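10 nM Pol kappa was preincubated with compounds for 15 min at room temperature. Reaction started with 50 nM (final) substrate. Fluorescence read kinetically at 0 and 10 min.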
Apoferritin bind: binds horse apoferritin like a general anesthetic | P02791 | apoferritin/1-aminoanthracene competitive binding, fluorescence | Potency, µM (titrated, usually from 77.5 µM), for the others: at the top dose activity change, negative = displacement, actives largely listed as inhibitors | 350,000 tested, 0.074% active | AID 485281; also: potency is read from the fitted curve at half-maximal effect; % is scaled to controls: 0 for no effect and ±100 for the full control effect; nearly all actives have a fitted effect of over 20% in size
Target sequence (P02791 2-175 limits assumed): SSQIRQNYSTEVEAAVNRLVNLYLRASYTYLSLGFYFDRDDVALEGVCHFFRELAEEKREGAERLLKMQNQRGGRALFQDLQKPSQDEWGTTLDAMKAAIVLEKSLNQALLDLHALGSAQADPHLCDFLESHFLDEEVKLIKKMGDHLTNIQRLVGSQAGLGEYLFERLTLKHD
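Horse-spleen apoferritin (10 uM) was mixed with 50% saturated 1-aminoanthracene in PBS, exposed to compounds for 10 min at room temperature, and read for fluorescence (ex 380 nm, em 535 nm). Competitive displacement was fitted with a four-parameter Hill equation.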
An asterisk follows results filed as active; i = inactive; ? = inconclusive; . = not tested or not shown; & = joins results of further samples; [ ] = dose if it differs, or a comment. Unless noted, calls follow the shape of the dose curve; as a rule, active = well fitted curve in the direction sought with a large enough effect; inconclusive = small, poorly fitted or top-dose-only effect, or another doubt; inactive = no such curve, though single readings can be large; an effect the other way counts as inactive or inconclusive. These rows are one share of the data (hit frequency here may not be typical).

SMILES	APEX1 inh	Tb PGK inh	RXFP1 antag	BLM helicase inh	POLH inh	Pol iota inh	Pol beta inh	POLK inh	Apoferritin bind
Cc1cccc(C(=O)NC2(C(F)(F)F)N=C(c3ccccc3)N(C3CCCCC3)C2=O)c1 (stereo not given)	.	i	.	-5%	-12%	10%	16%	2%	0%
CCOc1ccc(S(=O)(=O)c2c[nH]c3ccccc3c2=O)cc1	12%	-1%&10%	17	-1%&-1%	-9%&3%	4%&9%	51%&-2%	-5%&-14%	6%&-5%
Cc1ccc(NC(=O)CCN2C(=O)c3ccccc3Sc3ncccc32)cc1	-17%	3%&-7%	12&3	-1%&5%	-1%&-11%	-15%&4%	3%&14%	-23%&3%	-21%&-2%
COc1ccc(C2CC(c3ccccc3)Nc3nc(NC(=O)c4cccs4)nn32)cc1 (stereo not given)	-1%	1%	-15	-11%	-4%	2%	-28%	-6%	-4%
S=c1[nH]nc(-c2cc(-c3ccccc3)n[nH]2)n1/N=C/c1ccc(Cl)cc1	-2%	-5%	-33	-10%	?	16µM*	40µM*	-9%	?
CCN(CC)S(=O)(=O)c1ccc(C(=O)NC2=C(C(=O)OC)SCC2)cc1	-6%	-8%	-15	-12%	-11%	-1%	19%	-7%	?
O=C(Cn1cnc2c(nnn2-c2ccccc2)c1=O)NCC1CCCO1 (stereo not given)	-4%	7%	14	-1%	-8%	14%	?	-19%	2%
COc1ccc([N+](=O)[O-])cc1N(CC(O)CN1CCOCC1)S(=O)(=O)c1ccccc1 (stereo not given)	59%	-7%	-8	-3%	-27%	86%[activator]	-22%	-8%	1%
CCN(C(=O)COC(=O)Cc1coc2cc(C)ccc12)c1c(N)n(Cc2ccccc2)c(=O)[nH]c1=O	4%	-2%	-1	.	0%	?	.	-27%	.
N#CC1=C(S)N=C(N)C(c2nc(-c3ccccc3)cs2)C12CCCC2 (stereo not given)	8%	9%	.	-13%	-14%	31%[activator]	24%	-14%	-22%
Cc1ccc(Oc2ncccc2/C=N/O)cc1	-3%	-9%	5	-1%	-15%	27%	24%	-3%	-10%
O=C(/C=C/Nc1ccc(F)cc1Br)c1ccccc1	-4%	?	7	-1%	-10%	4%	22%	-6%	-13%
CCOC(=O)c1c(C)[nH]c(CCC(=O)Nc2c(Cl)cc(OC)cc2OC)c1C	.	7%	-15	-5%	-10%	-6%	4%	-3%[60.1 µM]	-5%
CCc1ccc(C2c3c(-c4ccccc4O)n[nH]c3C(=O)N2Cc2ccncc2)cc1 (stereo not given)	.	1%	-83*	-17%	-6%	-13%	20%	-6%	47%
CCCCNC(=O)[C@H]1N2C(=O)c3c(ccc(OC)c3OC)C2SC1(C)C (stereo not given in full)	-3%	.	5	-2%	-8%	-6%	30%	7%	5%
O=S(=O)(O)c1cccnc1SCc1ccccc1	.	-6%	14	.	4%	-18%	.	-3%	.
Cc1cccc(NC(=O)CCNC(=O)c2ccccc2Cl)n1	1%	-8%	-3	-5%	-18%	14%	14%	-3%	-4%
Cc1cccc(-c2cc3c(N=O)c4ccccc4c-3n[nH]2)c1	0%	-30%	-9	-10%	?	97%[activator]	?	-6%	-3%
COc1ccc(Br)cc1CNC(=O)c1nn(-c2ccc(C)cc2)c(=O)c2c1c1ccccc1n2C	.	-6%	-1	-4%	-8%	-6%	18%	-11%	-6%
CC(=O)N1c2ccc(S(=O)(=O)N3CCC(C(=O)N4CCN(c5ccccc5)CC4)CC3)cc2CC1C (stereo not given)	35%	-6%	12	-1%	-2%	4%	6%	-9%	-12%
O=C(NCC1COc2ccccc2O1)C1CCCN(S(=O)(=O)c2cccc3nsnc23)C1 (stereo not given)	-1%	8%	-8	-5%	-11%	31%[activator]	7%	-8%	-11%
Cc1ccc(-c2nnn(CC(=O)NC(=O)NC3CCCCC3)n2)cc1	-13%	-4%	-16	.	-24%	11%	.	-13%	.
CCN1CCCC1CNS(=O)(=O)c1ccc(F)c(Cl)c1 (stereo not given)	-14%	8%	12	0%	-10%	-1%	19%	-11%	-4%
N/C(=N\OC(=O)CCCOc1ccccc1)c1cccc([N+](=O)[O-])c1	2%	4%	-3	-3%	1%	17%	0%	0%	-6%
COc1ccc(NC(=S)NNC(=O)C(C)n2nc(C)c([N+](=O)[O-])c2C)cc1 (stereo not given)	0%	-7%	36	-5%	-4%	10%	?	-12%	-14%

Going on with the list:
SMILES	APEX1 inh	Tb PGK inh	RXFP1 antag	BLM helicase inh	POLH inh	Pol iota inh	Pol beta inh	POLK inh	Apoferritin bind
CCOC(=O)c1sc(=S)n(-c2ccccc2)c1NC(C)=O	-2%	i	-18	-3%	-13%	?	-1%	-18%	-9%
COc1ccc(-c2noc(-c3ccccc3C(=O)Nc3cccc(OC)c3)n2)cc1	-6%	-7%	-8	-4%	-8%	-14%	29%	1%	-15%
O=C(Nc1ccccc1N1CCN(C(=O)c2ccc(Cl)cc2)CC1)c1cccc(F)c1	13%	3%	8	-11%	5%	29%	15%	-5%	-2%
COc1ccc(C2CC(=O)c3c([nH]c(C(=O)OC(C)C)c3C)C2)cc1OC (stereo not given)	-10%	-10%	.	1%	3%	20%	2%	-3%	-7%
COC(=O)c1ccc(NC(=O)c2ccc3nsnc3c2)cc1	-9%	2%	12	-2%	1%	13%	32%	-19%	-7%
Cc1[nH]c(=O)[nH]c(=O)c1N1CCOCC1	7%	-8%	-3	-1%	18%	25%	6%	-3%	2%
COc1ccc(NC(=O)CCNC(=O)C2CCN(S(=O)(=O)c3ccc(OC)cc3)CC2)cc1	16%	0%	4	0%	-17%	40%[activator]	28%	-6%	2%
CC(C)C(=O)N1CCC(Cc2ccccc2)CC1	21%	6%	1	-5%	-1%	9%	23%	-14%	6%
COC(=O)C1CCN(C(=O)Nc2ccccc2)CC1	3%	i	-19	-3%	-12%	32%[activator]	-18%	-5%	-4%
O=C(Nc1cccc(F)c1)Nc1cccc(Cl)c1	-13%	7%	-4	0%	-8%	8%	35%	-12%	-12%
CC(NS(=O)(=O)c1ccc2c(c1)OCCO2)c1ccccc1 (stereo not given)	2%	0%	12	0%	-21%	31%[activator]	8%	-4%	-21%
COCCCN(C(=O)c1ccco1)c1nc(-c2ccc(OC)cc2)cs1	-19%	i	-14	-9%	-24%	41%[activator]	1%	-9%	-14%
COc1ccc(S(=O)(=O)N(CC(=O)Nc2cc(C)ccc2OC)Cc2ccccc2)cc1	.	-10%	.	-11%	-16%	-3%	1%	1%	91%[activator]
CCOc1ccccc1NC(=O)Cn1c(=O)oc2cc(Cl)ccc21	2%	-1%	-1	-5%	2%	112%[activator]	41%	-16%	1%
Cc1ccc(/C=N/NC(=O)CSc2nc3ccccc3s2)o1	-4%	-5%	4	-3%	3%	44%[activator]	9%	-3%	?
Cc1cc(C)cc(NC(=O)COC(=O)CCc2ccc(S(=O)(=O)N3CCOCC3)cc2)c1	-7%	-7%	4	-4%	-23%	113%[activator]	6%	-4%	4%
CNc1nc(Sc2ccc(C)cc2)cc(C(F)(F)F)n1	-1%	2%	-10	-4%	-12%	6%	1%	-14%	-21%
CC1(C)CC(NS(=O)(=O)c2ccc(S(N)(=O)=O)cc2)CC(C)(C)N1	35%[activator]	.	.	1%	.	.	5%	.	27%
COC(=O)c1cc(C(=O)NCc2ccc3c(c2)OCO3)cc([N+](=O)[O-])c1	-11%	i	-3	-3%	-12%	19%	14%	4%	-15%
COc1cccc(/C=C/c2n[nH]c(=O)c(C#N)c2C)c1	28%	i	-32	-7%	-7%	42%[activator]	-7%	-5%	6%
CCCCOc1ccc(C(=O)OCC(=O)N2CCCCCC2)cc1	12%	0%	-15	.	?	64%[activator]	.	-4%	.

Arranged by molar mass (ascending): some entries from above
SMILES	APEX1 inh	Tb PGK inh	RXFP1 antag	BLM helicase inh	POLH inh	Pol iota inh	Pol beta inh	POLK inh	Apoferritin bind
Cc1[nH]c(=O)[nH]c(=O)c1N1CCOCC1	7%	-8%	-3	-1%	18%	25%	6%	-3%	2%
O=C(Nc1cccc(F)c1)Nc1cccc(Cl)c1	-13%	7%	-4	0%	-8%	8%	35%	-12%	-12%
CNc1nc(Sc2ccc(C)cc2)cc(C(F)(F)F)n1	-1%	2%	-10	-4%	-12%	6%	1%	-14%	-21%
COC(=O)c1ccc(NC(=O)c2ccc3nsnc3c2)cc1	-9%	2%	12	-2%	1%	13%	32%	-19%	-7%
CCOC(=O)c1sc(=S)n(-c2ccccc2)c1NC(C)=O	-2%	i	-18	-3%	-13%	?	-1%	-18%	-9%
Cc1ccc(/C=N/NC(=O)CSc2nc3ccccc3s2)o1	-4%	-5%	4	-3%	3%	44%[activator]	9%	-3%	?
CCOc1ccccc1NC(=O)Cn1c(=O)oc2cc(Cl)ccc21	2%	-1%	-1	-5%	2%	112%[activator]	41%	-16%	1%
COC(=O)c1cc(C(=O)NCc2ccc3c(c2)OCO3)cc([N+](=O)[O-])c1	-11%	i	-3	-3%	-12%	19%	14%	4%	-15%
COc1ccc(C2CC(=O)c3c([nH]c(C(=O)OC(C)C)c3C)C2)cc1OC (stereo not given)	-10%	-10%	.	1%	3%	20%	2%	-3%	-7%
COCCCN(C(=O)c1ccco1)c1nc(-c2ccc(OC)cc2)cs1	-19%	i	-14	-9%	-24%	41%[activator]	1%	-9%	-14%
CC1(C)CC(NS(=O)(=O)c2ccc(S(N)(=O)=O)cc2)CC(C)(C)N1	35%[activator]	.	.	1%	.	.	5%	.	27%
COc1ccc(NC(=O)CCNC(=O)C2CCN(S(=O)(=O)c3ccc(OC)cc3)CC2)cc1	16%	0%	4	0%	-17%	40%[activator]	28%	-6%	2%
